DRD3 antagonist = qHTS of D3 Dopamine Receptor Antagonist: qHTS. D3R cells, DiscoveRx beta-arrestin luminescence, antagonist mode; active compounds read low. max response, negative = inhibition, %. actives 2.5% (n = 360,000). AID 652054, 2013; in the data active = max response below about -50%; inconclusive = no clear call, values can overlap the other calls; note: % is set by controls: 0 for no effect and ±100 for the full control effect; mostly tested at two doses, the higher about 12 µM
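Cells plated overnight at 1500 cells/well, then exposed to library compounds with dopamine controls for 90 minutes at 37 degrees C. DiscoveRx reagent added for 30–60 minutes at room temperature; luminescence read, quantitative HTS format.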
GLP1R inv ag = qHTS of GLP-1 Receptor Inverse Agonists (Inhibition Mode). actives 1.6% (n = 410,000). Potency, µM (doses to about 38.3 µM), inactives show at the top dose activity change, negative = inhibition, most hits filed as inhibitors. HEK293 GLP-1R CRE-luciferase, luminescence, 24 h; GLP-1R form is constitutively active; note: potency is the fitted concentration of half-maximal effect; % is set by controls: 0 for no effect and ±100 for the full control effect; nearly all actives have a fitted effect of over 55% in size
Target sequence (P43220 whole entry, looked up): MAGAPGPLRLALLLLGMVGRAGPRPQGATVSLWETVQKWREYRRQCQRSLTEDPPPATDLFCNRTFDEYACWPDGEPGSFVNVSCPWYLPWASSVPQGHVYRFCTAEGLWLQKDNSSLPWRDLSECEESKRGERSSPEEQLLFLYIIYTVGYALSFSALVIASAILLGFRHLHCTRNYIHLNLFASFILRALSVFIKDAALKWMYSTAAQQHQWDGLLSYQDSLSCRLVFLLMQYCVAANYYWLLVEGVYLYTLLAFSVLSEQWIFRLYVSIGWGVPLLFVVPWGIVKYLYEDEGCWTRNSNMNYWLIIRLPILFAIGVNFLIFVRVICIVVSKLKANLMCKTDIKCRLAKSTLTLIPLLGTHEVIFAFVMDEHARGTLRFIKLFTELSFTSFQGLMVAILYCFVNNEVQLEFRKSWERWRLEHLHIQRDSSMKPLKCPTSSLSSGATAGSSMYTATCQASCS
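qHTS in 1536-well format: reporter HEK293 cells expressing constitutive GLP-1R activity in DMEM + 10% Nu serum, 24 hr with compounds at 37 deg C, luminescence read after 12 min with detection reagent.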
GLP-1R agonist = qHTS of GLP-1 Receptor Agonists; HEK293 GLP-1R CRE-luciferase, luminescence, 4-6 h; cells express a hypersensitive GLP-1R form; Potency, µM (doses to about 45.6 µM), for inactives: at the top dose activation, hits mostly activators; actives 0.007% (n = 380,000); AID 624172, 2012; note: potency is the fitted concentration of half-maximal effect; % of control where 0% means no effect
KB-V1 cytotox = qHTS assay for MDR1-selective chemotherapeutics: Primary screen using the drug-selected MDR subline cells KB-V1. actives 3.4% (n = 400,000). AID 1347076, 2019. KB-V1 MDR cells viability, CellTiter-Glo, 72 h. Potency, µM (doses to about 46.1 µM), without a hit: at the highest dose activity change, negative = cytotoxicity, actives largely listed as cytotoxic; note: potency is the fitted concentration of half-maximal effect; % is set by controls: 0 for no effect and ±100 for the full control effect; nearly all actives have a fitted effect of over 60% in size
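Following 72 h at 37 degrees C with compound, KB-V1 cell viability was read by CellTiter-Glo luminescence, medium being phenol-red-free DMEM plus 10% FBS; concentration-response parameters came from normalized, curve-fitted qHTS data.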
DRD3 agonist = qHTS of D3 Dopamine Receptor Agonist: qHTS; D3R DiscoveRx beta-arrestin cells, luminescence, 90 min; AID 652048, 2013; D(3) dopamine receptor (Homo sapiens), P35462; max activation, %; actives 0.58% (n = 410,000); in the data active = max activation above about 30%; note: 0% is about no effect; mostly tested at two doses, the higher about 12 µM
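Cells at 1500/well, incubated overnight, then treated with pinned compounds (dopamine as control) for 90 min at 37 degrees C. DiscoveRx reagent added for 30 - 60 minutes at room temperature; luminescence read.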
HEK293 tox = qHTS of GLP-1 Receptor Inverse Agonists: Cytotox Screen; Potency, µM (highest dose often 38.3 µM), inactives show at the top dose activity change, negative = inhibition, hits mostly inhibitors; actives 0.13% (n = 410,000); HEK293 cAMP-luciferase reporter cells, luminescence, 24 h;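 note: loss of luciferase light is scored as toxicity; potency is the fitted concentration of half-maximal effect; % is set by controls: 0 for no effect and ±100 for the full control effect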
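Compound-treated cells are incubated 24 hr at 37 deg C under 5% CO2 after a 12 hour attachment period, then luciferase detection reagent is added and luminescence is measured following 12 min at room temperature; lowered signal indicates toxicity.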
PTHR1 ag = qHTS for PTHR1 Agonists: Primary Screen; HEK293 GP2 PTHR1 cells, GloSensor cAMP luminescence, 1 h; Potency, µM (series often up to 115 µM), for the others: at the top dose activation, actives largely listed as activators; actives 0.075% (n = 410,000); note: potency is the fitted concentration of half-maximal effect; nearly all actives have a fitted effect of over 55% in size; some results filed as inactive show a strong effect at the top dose; inactives centre near -15; many of its hits are not listed in these tables
Target sequence (Q03431 whole entry, looked up): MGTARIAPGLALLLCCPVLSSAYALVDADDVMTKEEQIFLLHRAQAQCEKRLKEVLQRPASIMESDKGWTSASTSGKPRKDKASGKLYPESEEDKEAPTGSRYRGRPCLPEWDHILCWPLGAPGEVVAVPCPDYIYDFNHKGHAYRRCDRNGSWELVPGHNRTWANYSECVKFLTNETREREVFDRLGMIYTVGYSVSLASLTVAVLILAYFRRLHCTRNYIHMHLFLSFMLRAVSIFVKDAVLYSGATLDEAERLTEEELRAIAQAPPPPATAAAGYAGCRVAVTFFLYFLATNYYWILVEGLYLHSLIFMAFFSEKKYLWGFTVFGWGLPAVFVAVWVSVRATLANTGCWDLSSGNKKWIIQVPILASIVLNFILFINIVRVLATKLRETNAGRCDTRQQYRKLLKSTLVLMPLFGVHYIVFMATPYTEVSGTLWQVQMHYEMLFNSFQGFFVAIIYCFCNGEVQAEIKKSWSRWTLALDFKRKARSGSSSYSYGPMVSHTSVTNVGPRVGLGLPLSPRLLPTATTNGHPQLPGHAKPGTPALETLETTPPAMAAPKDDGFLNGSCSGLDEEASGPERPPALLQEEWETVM
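HEK-293-derived GP2 cells expressing PTHR1 and a GloSensor cAMP reporter, 3,000/well, plated overnight, given luciferin plus IBMX (each 0.5 mM as added) for 1 h at 37 °C, then compound for 1 h at 37 °C. Luminescence was read after 15 min at room temperature.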
aSyn rescue = qHTS of alpha-syn Inhibitors. AID 652106, 2013. Yeast expressing alpha-synuclein, growth rescue, BacTiter-Glo, 24 h. Potency, µM (highest dose often 46.1 µM), for the others: top-dose growth rescue (activation), usual class: activators. actives 0.14% (n = 370,000); note: potency is the fitted concentration of half-maximal effect; % of control where 0% means no effect; nearly all actives have a fitted effect of over 65% in size
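Galactose-induced alpha-syn yeast (OD600=0.02, raffinose-pregrown) + pinned cpd, 24 hr, 30 deg C; growth by BacTiter-Glo luminescence. Growth restoration scores as activation.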
TDP-43 yeast inh = qHTS of TDP-43 Inhibitors; actives 1.8% (n = 410,000); TDP-43 expressing yeast growth rescue, BacTiter-Glo, 24 h; Potency, µM (highest dose often 46.1 µM), without a hit: at the highest dose growth rescue (activation), hits mostly activators; note: potency is the fitted concentration of half-maximal effect; % of control where 0% means no effect; nearly all actives have a fitted effect of over 50% in size
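Yeast cells expressing TDP-43 under galactose induction are exposed to compounds for 24 hr at 30 deg C. BacTiter-Glo luminescence measures growth, so protective compounds score as activators.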
The depositor's hits bear a star; i = inactive; ? = inconclusive; . = no result given; & = joins results of further samples; [ ] = another dose, or the depositor's remark. Unless noted, calls come from the whole dose curve; as a rule, active = well fitted curve in the direction sought with a large enough effect; inconclusive = small, poorly fitted or top-dose-only effect, or another doubt; inactive = no such curve, though single readings can be large; an effect the other way counts as inactive or inconclusive. The list is partial; the hit share may differ from the screen's.

compound | aSyn rescue | GLP-1R agonist | TDP-43 yeast inh | DRD3 antagonist | KB-V1 cytotox | HEK293 tox | DRD3 agonist | PTHR1 ag | GLP1R inv ag
Oc1ccc(C[C@H]2CNC(=S)N2CC2CCCN2C[C@H](Cc2ccccc2)N2C[C@H](Cc3ccc(O)cc3)N(CC3CCCCC3)C2=S)cc1 (stereo not given in full) | -48.3%[inhibitor] | 0.0% | 0.0% | -29.1 | ? | -8.8% | -6.3 | -6.6% | ?
COc1ccc(NC(=O)CSc2nc(N)c3cc4c(nc3n2)CCCC4)cc1 | 2.3% | 1.9% | 0.8% | 11.5 | -25.2% | -11.6% | 6.3 | i | 38.4%[activator]
Cc1cc(OC(C)C(=O)NC2CC(C)(C)NC(C)(C)C2)c2c(C)cc(=O)oc2c1 (stereo not given) | -1.5% | 3.1% | 17.0% | 8.0 | -7.6% | 22.0% | -0.4 | i | 4.9%
CSc1ccccc1NC(=O)C1=CC(c2cccs2)=NS(=O)(=O)N1C | -1.1% | 8.9% | ? | -9.4 | 15.1% | -10.9% | -2.7 | -11.1% | -17.3%
Cc1ccc2nc(Cl)c(CNCc3ccccc3)cc2c1 | 0.9% | 9.8% | -10.0% | -10.3 | 16.4% | 5.6% | -2.4 | -0.2% | -10.1%
CCCNCc1cc(Cl)c(OCC)c(Cl)c1 | -5.4% | 5.5% | -14.0% | -27.7 | 18.0% | -12.3% | -7.1 | -6.3% | 0.0%
CN1C[C@@H]2[C@@H]3C(=O)N(Cc4ccccc4)C(=O)[C@@H]3[C@](Cc3ccccc3)(C1=O)N2C(=O)c1ccc(Cl)c(Cl)c1 | 2.0% | 12.7% | -3.5% | 2.7 | ? | -14.8% | 7.9 | -12.7% | -22.3%
COc1ccc(NC(=O)CC2C(=O)N(C)C(=S)N2Cc2ccncc2)cc1 (stereo not given) | 8.2% | 1.8% | 9.8% | 7.8 | -5.6% | -4.4% | -2.3 | i | 12.9%
O=C(c1cccc(C(F)(F)F)c1)N1CCN(c2cc(=O)[nH]nc2-c2ccccc2)CC1 | -1.5% | 3.4% | -1.9% | -6.3 | -6.0% | -11.5% | 0.8 | -9.9% | -20.7%
Cc1ccc(NC(=O)CN2C(=O)C(=O)N(C3CCCC3)C2=O)cc1Cl | 7.4% | -0.8% | 12.8% | 3.8 | ? | -0.3% | 0.5 | -15.5% | -6.7%
CCn1c(/C=C/c2cccc([N+](=O)[O-])c2)nc2ccccc2c1=O | -1.4% | 0.7% | ? | 14.9 | 20.6µM* | -9.1% | -0.1 | i | 3.0%
C=CCN1C(=O)c2ccc(C(=O)OCC(=O)Nc3ccc(S(N)(=O)=O)cc3)cc2C1=O | -13.9% | 2.7% | -25.0% | ? | 17.9% | 6.7% | -12.8 | i | 1.7%
O=C(CNC(=O)c1ccccc1F)OCC(=O)c1ccc(Cl)s1 | 9.4% | -0.5% | 17.3% | 0.9 | 0.0% | -2.6% | -2.9 | -14.8% | 3.4%
O=C(CSc1ncn(-c2ccccc2)n1)N1CCN(c2ccccc2)CC1 | 11.4% | -0.8% | 12.6% | 24.5 | -6.2% | 1.2% | 0.3 | i | -26.2%
COc1cccc(OCc2cc(C(=O)N3CCC(C(O)C(C)C)CC3)no2)c1 (stereo not given) | 1.0% | -2.6% | ? | -10.0 | 2.6% | -9.8% | 3.2 | -27.8% | ?
Cc1cc(NC(=O)Cn2nc(C)n3cccc3c2=O)ccc1Br | . | . | 0.5% | . | 6.8% | -4.5% | -2.1 | 28.5% | 5.7%
COc1ccc(S(=O)(=O)N2CCN(c3ccccn3)CC2)c(OC)c1 | 1.4% | -2.4% | -4.2% | 5.3 | -10.3% | 1.4% | -6.3 | -22.0% | 9.2%
O=C(COc1ccc2c(c1)oc(=O)c1ccccc12)NCCN1CCOCC1 | 1.1% | 9.3% | 2.3% | 3.4 | 9.8% | 3.6% | 3.1 | i | 67.7%[activator]
Nc1nc2n(n1)C(c1ccco1)CC(c1ccc(Cl)cc1Cl)N2 (stereo not given) | 14.3% | 3.6% | -17.2% | 9.8 | 0.0% | -3.6% | -1.8 | -21.1% | -25.7%
O=Cc1cn[nH]c1-c1cccc([N+](=O)[O-])c1 | 1.1% | 19.1% | -10.0%[0.397 µM] | 1.7 | -18.9% | -9.6% | 8.9 | i | -24.3%
Cc1cc(C)cc(N(CC(=O)Nc2ccc(C)cc2Cl)S(=O)(=O)c2c(C)[nH]c(=O)[nH]c2=O)c1 | 1.0% | -0.3% | -8.0%&16.0% | -3.2 | 6.7%&2.3% | 2.2%&-8.0% | 5.3&9.6 | -1.5%&-12.7% | ?
CCO[C@H]1OC(C(=O)NCc2ccccc2)=C[C@@H](c2ccc3c(c2)OCO3)[C@@H]1CCCO | -0.4% | -3.4% | -14.1% | 0.0 | -16.9% | 2.1% | -18.4 | -9.7% | -24.7%
N#C/C(=C\c1ccc(O)c(O)c1)C(=O)c1ccc(O)c(O)c1 | -3.2%&-0.9% | -0.2% | 17.8% | 25.9 | ? | -8.5% | 17.7 | -21.3% | 0.1%
O=C(CN1CCc2cc3c(cc2C1)OCCCO3)Nc1cccc([N+](=O)[O-])c1 | 1.4% | -2.4% | 8.3% | -24.3 | -20.6% | -12.9% | -4.4 | -21.8% | -10.2%
O=c1oc2cc(O)ccc2cc1-c1ccc(F)cc1 | 0.2% | 1.8% | ? | 12.2 | 1.9% | . | 0.8 | -16.9% | 0.9%
Cc1ccc(N2CCN(c3ncccc3[N+](=O)[O-])CC2)c(C)c1 | -15.3% | 9.7% | ? | -11.8 | 0.4% | 10.3% | 1.1 | -18.1% | ?
CC1CN(C2CCN(S(=O)(=O)c3ccc4ccccc4c3)CC2)CC(C)O1 (stereo not given) | 1.3% | 15.8% | -10.2% | -22.4 | -10.2% | 1.5% | -5.7 | -9.1% | -6.6%
O=C1CN(C(=O)c2ccc(S(=O)(=O)N3CCCCC3)cc2)C(c2ccc(F)cc2)c2cc(Cl)ccc2N1 (stereo not given) | . | . | 13.9% | . | -10.9% | -0.9% | -8.6 | i | ?
O=C(CN(CCc1ccccc1)C(=O)Cn1nnc(-c2cccs2)n1)NCc1ccco1 | 4.9% | 0.6% | -12.5% | -19.7 | 8.4% | -9.0% | 3.2 | -6.8%[57.5 µM] | 0.1%
COC(=O)c1c(NC(=O)/C=C/c2ccc(OC)cc2)sc2c1CCC2 | . | -0.3% | 21.7% | . | 0.0% | 2.1% | 3.4 | i | 1.0%
O=S(=O)(c1cccs1)N1CCN(c2ccc(F)cc2)CC1 | ? | 25.1% | -0.9% | -5.7 | 2.9% | 4.3% | 3.4 | -17.7% | 24.4%
Cn1cc(S(=O)(=O)N2CCCC2)cc1C(=O)NCc1ccc(Cl)cc1 | 12.4% | 13.0% | 16.1% | 33.7 | 6.8% | 0.5% | 5.6 | -19.2% | ?
CCNc1ccc(N=Nc2c(C)n(C)n(-c3ccccc3)c2=O)cc1 | 7.2% | 19.5% | -0.8% | -18.4 | ? | ? | -4.2 | i | 79.9%[activator]
CC(C)NC(=O)C1C(c2ccc(C(F)(F)F)cc2)=Nc2ccccc2N1C(=O)c1ccco1 (stereo not given) | -1.1% | . | 15.8% | 9.0 | ? | 5.3% | 7.0 | -39.5%[inhibitor] | ?
COc1ccc(Nc2ncnc3sc(-c4ccccc4)cc23)c(OC)c1 | 12.3% | 17.2% | ? | 19.4 | -27.0% | 8.7% | 3.3 | -2.0% | -1.9%
CCC(C)C(NC(=O)c1ccccc1NC(=O)c1ccco1)C(=O)NC1CCCCC1 (stereo not given) | -1.7% | 3.7% | 15.4% | 39.1 | 3.6% | -5.2% | 2.4 | i | ?
Cc1cc(C)c(S(=O)(=O)N(CC(=O)NCc2cccnc2)C2CCCCC2)c(C)c1 | -0.5% | 6.6% | -13.5% | -1.9 | -20.6% | -8.3% | -1.7 | i | ?
CC1CCN(C2=NN3C(=N)/C(=C\c4ccc(OC(=O)c5ccco5)cc4)C(=O)N=C3S2)CC1 | -14.6% | -6.2% | ? | -6.0 | -30.2% | -0.2% | 0.4 | i | -4.2%
Cc1ccccc1OCCSc1nc2ccc(NC(=O)c3ccco3)cc2s1 | . | . | -11.1% | . | ? | 1.0% | -4.0 | -22.6% | ?
Cc1cccc(NC(=O)CSc2nnc([C@@H](N)Cc3ccccc3)o2)c1C | -9.3% | 1.8% | 2.0% | -5.5 | -0.9% | -7.9% | 5.3 | i | -3.0%
CC(CCc1ccccc1)NC(=O)CNC(=O)c1ccccc1Br (stereo not given) | 3.4% | -0.8% | 0.8% | -0.8 | . | 12.3% | 1.6 | -2.7% | -3.1%
CSCCC(NS(=O)(=O)c1ccc2c(c1)OCCO2)C(=O)N(C)Cc1ccccc1F (stereo not given) | 6.6% | -1.8% | 15.3% | 29.4 | -20.2% | -3.2% | 8.4 | -31.7%[inhibitor] | ?

2 records drawn at random from those above, as already listed:
compound | aSyn rescue | GLP-1R agonist | TDP-43 yeast inh | DRD3 antagonist | KB-V1 cytotox | HEK293 tox | DRD3 agonist | PTHR1 ag | GLP1R inv ag
Cc1cccc(NC(=O)CSc2nnc([C@@H](N)Cc3ccccc3)o2)c1C | -9.3% | 1.8% | 2.0% | -5.5 | -0.9% | -7.9% | 5.3 | i | -3.0%
CSCCC(NS(=O)(=O)c1ccc2c(c1)OCCO2)C(=O)N(C)Cc1ccccc1F (stereo not given) | 6.6% | -1.8% | 15.3% | 29.4 | -20.2% | -3.2% | 8.4 | -31.7%[inhibitor] | ?

Screens as filed in PubChem.
